Compound activity (PubChem BioAssay)
TSG101-PTAP inh = qHTS Assay for Iinhibitors of HIV-1 Budding by Blocking the Interaction of PTAP/TSG101; Potency, µM (highest dose often 115 µM), for inactives: at the highest dose activity change, negative = inhibition, usual class: inhibitors; Tumor susceptibility gene 101 protein (Homo sapiens), Q99816; AID 493005, 2010; Fluorescence polarization, FITC-PTAP peptide / Tsg101 binding; 340,000 tested, under 10 active; active means well fitted inhibition curve with a large enough effect in the main read-out, with a control signal flat, not every such curve was filed as active; inconclusive means small, poorly fitted or top-dose-only effect, or effect the other way, or a change in a side signal; inactive means no such curve, though single readings can be large or run the other way; further: potency means the concentration at half of the fitted maximal effect; % of control where 0% means no effect
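Compounds were pin-transferred onto Tsg101 binding domain (10 uM final) in HEPES pH 7.5 buffer, then FITC-PTAP peptide was added at 50 nM final. After 20 min at RT, polarization reported peptide displacement across a qHTS concentration series.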
Integrin act MD = qHTS for Activators of Integrin-Mediated Alleviation for Muscular Dystrophy | 0.064% of 350,000 active | alpha7betagal myoblasts, beta-gal FDG fluorescence, 48 h | Potency, µM (series often up to 38.3 µM), without a hit: top-dose activation, most hits filed as activators | AID 624291, 2012;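 further: potency means the concentration at half of the fitted maximal effect; 100% = response of the positive control SU9516; nearly all actives have a fitted effect of over 60% in size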
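alpha7betagal+/- myoblasts (passage 13, 250/well) treated 48 h at 37C with compounds at 1:260 dilution of DMSO stock. Lysed, then beta-galactosidase activity read as FDG fluorescence (ex 480/em 540) after 30 min, with pre-read for autofluorescence.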
TSHR antag = Antagonists of the Thyroid Stimulating Hormone Receptor: HTS campaign | TSHR-expressing cells, TSH-stimulated cAMP HTRF, 2 h; hits give low values | activity change, negative = inhibition, % at 11.5 µM | 0.2% of 330,000 active | AID 504810, 2011;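 active means activity change below a set negative limit, meaning inhibition stronger than a set level, cut at about -70% in these data; inconclusive means activity change between two set negative limits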; further: on the % scale 0 is the no-effect control and ±100 the full control effect
Target sequence (P16473 whole entry, looked up): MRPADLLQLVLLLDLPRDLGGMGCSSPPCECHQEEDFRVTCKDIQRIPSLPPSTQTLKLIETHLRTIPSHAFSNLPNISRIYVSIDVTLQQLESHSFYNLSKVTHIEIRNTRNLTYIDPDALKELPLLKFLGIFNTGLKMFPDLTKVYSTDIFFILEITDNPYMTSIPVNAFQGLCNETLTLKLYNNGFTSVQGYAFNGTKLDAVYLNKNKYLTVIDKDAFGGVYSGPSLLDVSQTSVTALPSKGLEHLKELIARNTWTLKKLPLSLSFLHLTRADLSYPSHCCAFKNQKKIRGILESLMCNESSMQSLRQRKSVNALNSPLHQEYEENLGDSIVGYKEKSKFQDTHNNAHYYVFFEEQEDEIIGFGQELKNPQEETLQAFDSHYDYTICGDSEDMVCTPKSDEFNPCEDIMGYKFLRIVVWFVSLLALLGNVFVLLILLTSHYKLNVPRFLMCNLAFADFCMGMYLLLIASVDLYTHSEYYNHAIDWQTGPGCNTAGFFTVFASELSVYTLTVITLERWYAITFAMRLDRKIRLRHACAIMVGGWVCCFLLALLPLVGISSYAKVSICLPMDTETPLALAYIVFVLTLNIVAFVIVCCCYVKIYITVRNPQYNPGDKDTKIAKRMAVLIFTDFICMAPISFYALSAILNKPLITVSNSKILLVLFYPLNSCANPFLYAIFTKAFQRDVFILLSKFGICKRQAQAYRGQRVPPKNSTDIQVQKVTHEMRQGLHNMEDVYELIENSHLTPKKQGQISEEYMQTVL
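Competitive HTRF cAMP read-out (cryptate anti-cAMP antibody, cAMP-d2; 30 min, room temperature) in freshly harvested TSHR cells. Compounds added before TSH at EC80 (4nM final), followed by 2 hours' incubation at 37 deg C.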
A-T KAP1 phos = qHTS Assay for Identifying a Potential Treatment of Ataxia-Telangiectasia. […] A-T fibroblasts, KAP-1 phosphorylation AlphaLISA; neocarzinostatin DNA damage 30 min before lysis. Potency, µM (series often up to 57.5 µM), without a hit: top-dose activation, hits mostly activators. 0.19% of 320,000 active. AID 485349, 2010; further: potency means the concentration at half of the fitted maximal effect; % of control where 0% means no effect; nearly all actives have a fitted effect of over 45% in size
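ATM-like activity read as KAP-1 phosphorylation via AlphaLISA donor/acceptor antibody pairs after lysis and 6 hr at 25C. Cells were ATM-null patient fibroblasts ([…], hTERT), dosed 60 min, then exposed to the DSB inducer NCS for 30 min.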
Mito fusion act = qHTS Assay for Small Molecule Inhibitors of Mitochondrial Division or Activators of Mitochondrial Fusion. S. cerevisiae fusion-defective mutant growth rescue, CellTiterGlo 48 h. Potency, µM (top dose mostly 46.1 µM), for the others: at the highest dose growth rescue (activation), usual class: activators. 0.23% of 320,000 active. AID 485298, 2010;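 further: potency means the concentration at half of the fitted maximal effect; % of control where 0% means no effect; nearly all actives have a fitted effect of over 45% in size; temperature-sensitive fusion mutants such as fzo1-1 at 37 °C on non-fermentable ethanol glycerol medium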
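Yeast fusion mutant, YPEG (non-fermentable carbon), compound, 48 h at 37C non-permissive; CellTiterGlo added, 10 min RT, luminescence read. Rescued growth = division inhibition.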
ELG1 repair inh = qHTS screen for small molecules that inhibit ELG1-dependent DNA repair in human embryonic kidney (HEK293T) cells expressing luciferase-tagged ELG1; 2.3% of 330,000 active; HEK293T ELG1-luciferase reporter, luminescence, 16 h; DNA damage induced by 5-fluorouridine; Potency, µM (highest dose often 46.1 µM), inactives show at the top dose activity change, negative = inhibition, actives largely listed as inhibitors; further: potency means the concentration at half of the fitted maximal effect; on the % scale 0 is the no-effect control and ±100 the full control effect; nearly all actives have a fitted effect of over 55% in size
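Step one: seed 2,000 cells per well. Step two: pin-transfer compound or DMSO alongside 5-fluorouridine. Step three: incubate 16 hr, 37 °C, 5% CO2. Step four: add ONE-Glo, wait 30 min, read luminescence.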
TCR act = Activators of T cell receptors: qHTS campaign; AID 504894, 2011; Potency, µM (highest dose often 9.22 µM), for inactives: top-dose activation of IL-2 secretion, actives largely listed as activators; primary human leukocytes, anti-CD3, IL-2 HTRF, 48 h; 330,000 tested, under 10 active; further: % of control where 0% means no effect
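IL-2 produced over 48 hr by a-CD3 bead-stimulated primary human leukocytes exposed to compounds was detected with a homogeneous time-resolved FRET immunoassay, 665nm acceptor signal after 320nm excitation.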
Tb PFK block = qHTS Assay to Find Inhibitors of T. brucei phosphofructokinase | ATP-dependent 6-phosphofructokinase (Trypanosoma brucei brucei), O15648 | T. brucei PFK, ADP-Glo luminescence | Potency, µM (doses to about 57.5 µM), inactives show at the highest dose activity, negative = inhibition, actives largely listed as inhibitors | 0.17% of 330,000 active;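 further: potency means the concentration at half of the fitted maximal effect; 0% = uninhibited 1x PFK enzyme wells and -100% = no-enzyme wells; nearly all actives have a fitted effect of over 60% in size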
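In TEA buffer at pH 8.0 with 5 mM MgCl2, enzyme (1.25 nM) converted F6P (0.5 mM) and ATP (0.1 mM) for 45 min at room temperature. ADP product was read by luciferase luminescence.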
Eya2 phos inh = qHTS Assay for Inhibitors of the Phosphatase Activity of Eya2; Protein phosphatase EYA2 (Homo sapiens), O00167; recombinant Eya2, OMFP fluorescence dephosphorylation (OMFP is methylfluorescein phosphate); Potency, µM (top dose mostly 76.9 µM), inactives show at the highest dose activity, negative = inhibition, actives largely listed as inhibitors; 0.006% of 330,000 active; further: potency means the concentration at half of the fitted maximal effect; on the % scale 0 is the no-effect control and ±100 the full control effect
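Eya2 protein (added as 0.2 uM solution) was preincubated with compound for 10 min at ambient temperature in 50 mM HEPES pH 7.5, 50 mM NaCl, 5 uM MgCl2, 0.05% BSA, 1 mM DTT. OMFP (added at 50 uM) then reacted 10 min; fluorescence read at 485/525 nm.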
BCR signal inh = qHTS Assay to Find Inhibitors of Chronic Active B-Cell Receptor Signaling; 0.05% of 340,000 active; Potency, µM (series often up to 46.1 µM), for the others: at the top dose ratio change, negative = lower green/red ratio, actives largely listed as inhibitors; ABC-DLBCL IkBa-CBG/CBR reporter, luminescence ratio, 4 h; active means well fitted inhibition curve with a large enough effect in the signal ratio, with a control signal flat, not every such curve was filed as active; inconclusive means small, poorly fitted or top-dose-only effect, or effect the other way, or a change in a side signal; the % refers to the signal ratio;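 further: potency means the concentration at half of the fitted maximal effect; plate controls were basal doxycycline-induced cells for no effect and cells given 10 µM MG132 for full effect; MG132 reads +100%, hits lower the ratio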
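TMD8 human ABC-DLBCL cells with doxycycline-inducible IκBα–green luciferase fusion and unfused red luciferase, in 0.5% FBS medium; compounds up to 46 uM, 4 h at 37C. Green/red luminescence ratio, filter-overlap corrected, fitted to concentration-response curves.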
ASM inhibitor = Inhibitors of Secretory Acid Sphingomyelinase (S-ASM): qHTS; Potency, µM (series often up to 57.5 µM), for the others: top-dose activity change, negative = inhibition, hits mostly inhibitors; 0.006% of 340,000 active; placental ASM, HMU-PC fluorogenic substrate, 60 min; Sphingomyelin phosphodiesterase (Homo sapiens), P17405; further: potency means the concentration at half of the fitted maximal effect
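Steps: dispense placental human ASM, pin compound, wait 10 min at room temperature, add HMU-PC0 substrate at 9 uM final, incubate 60 min at 37 °C, add stop solution raising pH to 10, read fluorescence.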
Starred values were filed as active, the others as inactive; ? = inconclusive; · = no result given; [ ] = another dose, or the depositor's remark. Unless noted, the call rests on the fitted dose curve; in most records, active means well fitted curve in the direction sought with a large enough effect; inconclusive means small, poorly fitted or top-dose-only effect, or another doubt; inactive means no such curve, though single readings can be large; an effect the other way counts as inactive or inconclusive.

SMILES	TSG101-PTAP inh	Integrin act MD	TSHR antag	A-T KAP1 phos	Mito fusion act	ELG1 repair inh	TCR act	Tb PFK block	Eya2 phos inh	BCR signal inh	ASM inhibitor
COc1ccccc1CN(C)C(=O)c1cnc(C)cn1	-3%	12%	-1	0%	-21%	13%	8%	-8%	9%	-1%	3%
Cc1cc(SCc2ccccc2Cl)nc(=O)[nH]1	0%	-2%	9	0%	3%	3%	7%	-1%	-4%	-14%	0%
COc1ccc(/C(C)=N\NS(C)(=O)=O)c(OC)c1	-3%	-1%	1	7%	11%	7%	-1%[46.1 µM]	-3%	2%	1%	4%
Clc1cccc(Cl)c1CNC1CCCC1	-8%	-25%	38	0%	-5%	?	0%	1%	13%	?	3%
CC(C)[C@H](NC(=O)N1CCn2c1nc1ccccc12)C(=O)NC1CC1	-3%	-6%	9	0%	-5%	10%	-4%	-3%	-5%	?	2%
CSc1nc(N2CCN(c3ccccc3)CC2)cc(N2CCN(c3ccccc3)CC2)n1	-4%	19%	-1	0%	2%	-4%	2%	-4%	-19%	6%	-2%
Cc1cccc(-c2oc(C)c(C)[n+]2[O-])c1	-11%	-7%	-2	·	-4%	17%	-3%	-1%	8%	9%	8%
O=C(Nc1cccc2cccnc12)c1cccc2ccccc12	-8%	-3%	-3	1%	11%	?	-45%	0%	2%	?	-6%
CCOc1ccc(NC(=S)N2CCC(NC(=O)C3CCCCC3)CC2)cc1	-9%	20%	-10	-12%	-4%	0%	2%	-8%	8%	-1%	10%
CCOC(=O)CN1CC23C=CC(O2)C(C(=O)NCc2ccc(C)cc2)C3C1=O (stereo not drawn)	-1%	14%	29	-23%	4%	7%	0%	6%	8%	?	5%
Cc1ccccc1C(=O)N1CCC(C(=O)Nc2sccc2C(N)=O)CC1	-1%	-19%	-12	-3%	-1%	2%	-8%	11%	14%	-1%	4%
CCc1ccc(NC(=O)Nc2c(C)n(C)n(-c3ccccc3)c2=O)cc1	-3%	9%	4	0%	14%	-6%	-5%	3%	4%	0%	1%
COc1ccc(CNC(=O)c2ccc(Cl)c(NC3=NC4CS(=O)(=O)CC4S3)c2)cc1 (stereo not drawn)	-6%	7%	1	-1%	0%	12%	6%	1%	1%	2%	-2%
COC(=O)CCN(C1CCCCC1)S(=O)(=O)c1ccc(S(=O)(=O)N2CCCCC2)cc1	-5%	46%	6	-8%	0%	-1%	-4%	1%	8%	-2%	4%
Cc1ccc(C(=O)Nc2ccc(Cl)cn2)cc1	-3%	-11%	-6	3%	3%	?	4%	-8%	-15%	?	2%
Oc1ccccc1N1CCN(c2ncnc3scc(-c4ccc(F)cc4)c23)CC1	0%	-41%	9	24%	?	9.2µM*	-6%	-17%	-1%	?	-13%
Cc1cc(N2CCCC2)nc(-c2ccccc2O)n1	-8%	1%	22	13%	18%	19%	-1%	3%	6%	7%	36%[activator]
CC(=O)Oc1cccc(C(=O)Nc2ccc3c(c2)C(=O)N(CC2CCCO2)C3=O)c1 (stereo not drawn)	3%	25%	-2	-6%	-3%	23%	-6%	0%	15%	0%	11%
C[C@H](CO)N1C[C@H](C)[C@@H](CN(C)C(=O)NC2CCCCC2)Oc2ccc(NC(=O)Cc3ccccc3)cc2C1=O	0%	-8%	1	-9%	·	5%	-12%	-4%	1%	1%	0%
CSc1nc(-c2ccccc2)c(C#N)c(=O)[nH]1	-6%	-11%	1	1%	3%	-16%	3%	1%	-2%	12%	1%
Cc1ccc(S(=O)(=O)n2c3ccc(Cl)cc3c3nc(C)sc32)cc1	-1%	-13%	18	4%	19%	?	0%[46.1 µM]	-8%	-9%	-5%	-8%
CC1(c2ccc([N+](=O)[O-])cc2)Nc2ccccc2S1 (stereo not drawn)	-6%	-26%	-3	14%	-24%	?	-2%	?	0%	?	-1%
CCN(CC)c1ccc(N2C(=O)/C(=C/c3cccnc3)SC2=S)cc1	-4%	2%	-5	-7%	-1%	-12%	6%	2%	-20%	-1%	-13%
Cc1nnc(NC(=O)CSc2n[nH]c(-c3ccccc3)n2)s1	-4%	-11%	-14	-5%	-1%	11%	1%	0%	7%	2%	-3%
CCOC(=O)c1nc(Nc2ccc(N3CCC(C)CC3)cc2)c2ccccc2n1	-8%	11%	-19	1%	14%	5.8µM*	2%	6%	-12%	-1%	-12%
O=C(Nc1ccc(Cl)c(Cl)c1)Oc1ccc(NC(=O)c2ccco2)cc1	-3%	11%	1	-3%	-3%	17%	-5%	13µM*	10%	?	-21%
O=C(CNC(=O)c1ccccc1Cl)NCCc1cccs1	-2%	-3%	0	26%	·	?	0%	1%	2%	2%	-1%
COCCCNC(=O)C1CCC(=O)N(c2ccc3c(c2)OCO3)C1c1ccc(OC)cc1 (stereo not drawn)	-2%	-15%	-1	4%	-2%	-7%	-3%	3%	-19%	3%	1%
CC1=CC(C)(C)Nc2ccc(OS(=O)(=O)c3ccc(C)cc3)cc21	-2%	-47%[inhibitor]	-10	0%	4%	2%	-5%	-2%	7%	?	2%
O=C(O)CCCCCn1c(SCC(=O)N2CCCC2)nc2ccsc2c1=O	-11%	5%	50	-1%	0%	1%	1%	1%	10%	12%	1%
COCCn1c(SCc2nc3ccccc3c(=O)[nH]2)nc2ccccc2c1=O	1%	-18%	-11	2%	2%	-14%	3%	-3%	1%	?	-1%
CCCC(c1nnnn1CCC(C)C)N1CCC(C(N)=O)CC1 (stereo not drawn)	-3%	0%	24	28%	0%	8%	1%	-4%	3%	-1%	5%
COC(=O)c1ccc(C)c(NS(=O)(=O)c2ccc(OC)cc2)c1	2%	22%	10	·	10%	?	2%	3%	-30%	?	-2%
Cc1ccc(C2Oc3ccccc3C3=C2C(c2cccs2)n2ncnc2N3)cc1 (stereo not drawn)	-1%	-25%	-2	10%	4%	0%	·	0%	5%	?	175%[activator]
COc1ccc(OC)c(C(O)CNC(=O)CN)c1 (stereo not drawn)	-3%	·	-7	1%	-5%	2%	7%	-3%	-14%	-5%	7%
O=C(NCCNC(=O)c1cccnc1)c1ccc(Br)cc1	-3%	2%	6	2%	1%	7%	-1%	4%	-12%	0%	3%
COc1ccccc1N(CC(O)COc1ccc(C)cc1)S(=O)(=O)c1ccccc1 (stereo not drawn)	-3%	-10%	0	0%	11%	?	0%[46.1 µM]	0%	-14%	12%	-5%
O=C(NCCCN1CCOCC1)c1ccc(Cl)c(S(=O)(=O)N2CCCCCC2)c1	-6%	3%	-9	1%	-3%	?	-2%	1%	-4%	4%	-5%
Nc1ccn(CC(=O)NCCc2ccccn2)c(=O)n1	-5%	0%	16	-2%	-2%	11%	10%	-6%	-8%	-1%	-6%
CC(=O)Nc1ccc(Sc2ccccc2C(=O)N2CCCC2)cn1	0%	-21%	1	3%	25%	16%	1%	-6%	0%	1%	4%
O=C1CC(C(=O)Nc2ccccc2)N=C(N2CCCCC2)N1 (stereo not drawn)	·	-6%	13	·	3%	7%	·	5%	6%	2%	1%
CCOC(=O)c1sc(NC(=O)c2ccc(Br)o2)cc1C	-4%	-33%	3	3%	22%	?	-6%	-1%	-5%	-56%	-10%
NC(=O)c1cc(S(=O)(=O)NCc2cccs2)cs1	-3%	7%	6	-2%	-3%	?	4%	-2%	-7%	1%	4%
O=C(COc1ccc(Cl)cc1)Nc1nnc(-c2ccco2)o1	-4%	1%	-2	-3%	2%	-19%	1%	-1%	20%	-2%	-1%
